Assay outcomes deposited in PubChem by Broad Institute.
RAD52 inh: RAD52 (human) annealing inhibition; P43351; recombinant RAD52 DNA annealing, FRET fluorescence; inhibition, % at 18.7 µM; actives 0.46% (n = 360,000);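 active = every replicate showing at least 50% inhibition; inconclusive = mean inhibition at least 50% but not in every replicate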
Target sequence (P43351 whole entry, looked up): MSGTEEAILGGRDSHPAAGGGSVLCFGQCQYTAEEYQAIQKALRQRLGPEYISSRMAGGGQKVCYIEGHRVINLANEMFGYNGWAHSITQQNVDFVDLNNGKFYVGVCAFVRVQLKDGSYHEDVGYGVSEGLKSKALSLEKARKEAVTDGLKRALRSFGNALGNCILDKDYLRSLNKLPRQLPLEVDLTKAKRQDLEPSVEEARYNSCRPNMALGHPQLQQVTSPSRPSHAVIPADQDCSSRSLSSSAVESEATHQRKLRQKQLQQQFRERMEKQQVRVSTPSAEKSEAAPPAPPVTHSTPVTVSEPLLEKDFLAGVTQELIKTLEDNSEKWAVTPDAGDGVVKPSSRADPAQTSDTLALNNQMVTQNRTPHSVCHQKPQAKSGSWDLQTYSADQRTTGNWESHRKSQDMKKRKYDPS
esBAF inh: inhibitors of esBAF chromatin remodeling in mouse ES cells; Bmi1-luciferase knock-in reporter, 24 h; 100% = twice the neutral-well signal; actives 2% (n = 350,000); reporter increase, % at 12.5 µM; in the data active = activation above about 40%; inconclusive = no clear call, values can overlap the other calls;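 also: 0% = median of the plate's neutral control wells and 100% = double that signal; a rise in the Bmi1 reporter signal indicates esBAF inhibition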
RAD54 branch: blocks human RAD54 Holliday junction branch migration; FAM/BHQ fluorescence; inhibition, % at 10.4 µM; AID 602329; Q92698; actives 0.14% (n = 360,000);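 active = mean normalized replicate activity at least 40 and at least half of replicates scoring 40 or more; inconclusive = only one of the two criteria met; inactive = mean below 40 and under half of replicates reaching 40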;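 also: 0% = median of neutral control wells and 100% = median of positive control wells; inhibitors cause a drop in the FAM fluorescence signal; in these data hits start at about 50%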
XiGFP reactiv: X-chromosome reactivation activator. actives 0.055% (n = 360,000). activation, % at 7.58 µM. XiGFP mouse fibroblasts, % GFP-positive cells imaging, 3 d; cells co-treated with 5-aza-dC sensitizer; scaled so ellipticine positive control = 100%;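 active = mean normalized replicate activation at least 10% and every replicate at or above 10%; inconclusive = only one of the two criteria met; inactive = mean below 10% and not all replicates reach 10%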;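 also: 0% = median of on-plate neutral control wells and 100% = ellipticine 6 µM median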
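System: SV40-immortalized XiGFP fibroblast cells, line 68-5-11 / Incubation: 3-day compound exposure, then 15 min fixation at room temperature / Compound: single concentration per compound, delivered by pin transfer / Buffer or medium: DMEM plus 5-aza-dC sensitizer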
S100A4 MyoIIA: S100A4-myosin IIA interaction inhibition | S100A4/TAMRA-MyoIIA peptide fluorescence polarization | actives 0.14% (n = 360,000) | P26447 | inhibition, % at 10.7 µM;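 active = mean inhibition of at least 70% across replicates, with every replicate also reaching that level; inconclusive = mean inhibition reaches 70% but some replicates fall short; inactive = mean inhibition below 70%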
Target sequence (P26447 whole entry, looked up): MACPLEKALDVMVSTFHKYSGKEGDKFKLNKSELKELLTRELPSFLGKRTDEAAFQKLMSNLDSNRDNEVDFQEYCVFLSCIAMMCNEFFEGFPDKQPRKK
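Assay system: human S100A4 monomer with TAMRA-labelled myosin IIA peptide / Buffer or medium: Calcium-containing HEPES buffer, pH 7.2 / Reagent: TAMRA-labelled myosin IIA heavy-chain peptide probe, 5 nM / Compound: one dose per compound / Timing: polarization read 5 min after assay mix addition, stable 5–60 min / Benchmarks: neutral control DMSO, positive control TFP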
EWS-Fli block: inhibitors of EWS/Fli oncoprotein transcriptional activity. actives 0.67% (n = 350,000). AID 651661. inhibition, % at 12.6 µM. A673 NR0B1-luciferase reporter, viability-normalised;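 active = mean inhibition of at least 50% after viability correction, with every replicate also passing that limit; inconclusive = mean reaches 50% but only one of two replicates passes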;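 also: firefly luciferase signal divided by Alamar Blue viability fluorescence both relative to DMSO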
FN deposition inh: fibronectin deposition inhibition; AH1F fibroblasts, Alexa488-fibronectin deposition fluorescence, overnight; inhibition, % at 12.6 µM; actives 0.086% (n = 350,000); AID 743247;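 active = mean inhibition across replicates of 30% or more, regardless of how many single replicates reach that level; inconclusive = mean under 30% yet at least half of replicates reach 30%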;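 also: positive control wells lacked labelled fibronectin entirely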
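Material: AH1F fibroblast monolayer depositing Alexa488-labelled fibronectin into matrix / Amount: 10000 AH1F cells per well / Signal: fluorescence 485/525 nm / Medium: DMEM, 2% serum / Compound: single dose, pinned / Incubation: 1 h cell adhesion before compound, then overnight fibronectin incubation / Reagent: Alexa488-FN, 24 nM final / Read-out: inhibition of fibronectin deposition signal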
E-selectin induc: induces E-selectin expression in human endothelial cells. actives 0.37% (n = 260,000). HUVEC E-selectin immunofluorescence imaging; normalized: neutral wells 0, TNF-alpha wells 100. activation, % at 7.58 µM;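 active = mean E-selectin-positive cell signal at least 10% of the positive control, reached in at least 60% of replicates, without over 20% cell loss; inconclusive = no rule given, readout overlaps actives, possibly toxicity-flagged; inactive = the rest, including those meeting only one limit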;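 also: in these data hits start at about 27%; measured in HUVEC primary endothelial cells; signal is the percent of cells scored E-selectin positive by PE staining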
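material = human umbilical vein endothelial cells (HUVEC), E-selectin induction | quantity = 3,000 cells/well | medium = EGM-2 growth medium on 0.1% gelatin-coated wells | technique = immunofluorescence imaging | read-out basis = % PE-positive cells | control set = TNF-alpha positive control, DMSO neutral control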
Starred values were filed as active, the others as inactive; ? = inconclusive; . = not tested or not shown.

structure	RAD52 inh	esBAF inh	RAD54 branch	XiGFP reactiv	S100A4 MyoIIA	EWS-Fli block	FN deposition inh	E-selectin induc
O=C(c1cccs1)N(CCN1CCCCC1)CC1CCCN(C2CCCC2)C1 (stereo not given)	-65	24	-9	0.0	-28	.	0	4.7
Cc1ccc(SCCC(=O)OCC(=O)Nc2ccc(C(N)=O)cc2)cc1	11	2	-4	0.0	-13	1	-5	-0.2
Cc1cc(=O)c2cc(Cl)ccc2[nH]1	-11	-6	7	0.8	21	1	1	0.2
COc1ccc(CNc2nc(SCC(=O)NCc3ccco3)nc3ccccc23)cc1	-20	-5	-1	.	3	17	.	.
COc1ccc(CN(C)C[C@H]2Oc3c(NC(=O)c4cc(C)nn4C)cccc3C(=O)N([C@H](C)CO)C[C@@H]2C)cc1	-1	-4	5	0.3	7	-11	.	0.1
Cc1ccc(C(C)C)c(OCC(=O)NN=C2CCCC(=O)C2)c1	-8	-11	0	0.0	-10	12	-9	-0.1
CC(Sc1ccc(S(=O)(=O)N2CCCCCC2)cn1)C(N)=O (stereo not given)	-12	-4	-9	-0.2	-4	4	.	1.1
CC(C)(C)OC(=O)N[C@@H](C(=O)OC(C)(C)C)c1ccc2c(c1)OCO2	-16	-1	-4	3.4	11	10	2	-0.3
COc1ccccc1N1CCN(S(=O)(=O)c2ccc3c(c2)n(C)c(=O)n3C)CC1	-20	.	.	0.0	1	0	-16	.
O=C(C[C@@H]1CC[C@@H](NC(=O)C2CC2)[C@H](CO)O1)NCC1CC1	-9	-3	-1	-0.5	?	0	.	-0.4
O=C1O[C@@H](c2ccccc2)[C@@H](c2ccccc2)N2[C@@H](c3ccc(OCCO)cc3)[C@]3(C(=O)Nc4ccc(C#CC5(O)CCCCCC5)cc43)[C@@H](C(=O)N3CCCCCCC3)[C@H]12	-243	.	-20	.	-2	2	.	.
O=C(c1cccnc1)N1CC(=O)N2[C@H](CO)[C@@H](c3ccc(-c4ccc(F)cc4)cc3)[C@H]2C1	-9	.	.	0.0	-13	5	.	0.1
C[C@H](CO)N1C[C@H](C)[C@@H](CN(C)Cc2ccc(C(=O)O)cc2)Oc2ccc(NC(=O)CCN3CCOCC3)cc2C1=O	2	-7	-2	-1.3	-6	-7	.	.
CCN(C(=O)Cn1cnc2c(nc3n2CCCCC3)c1=O)c1cccc(Cl)c1	10	-7	-10	0.0	-2	.	1	0.6
Cn1cnnc1SCC(=O)NC1CCCCC1	2	-1	3	0.0	2	-1	10	0.1
COc1ccc(-c2cnc3c(c2)C(=O)N([C@H](C)CO)C[C@H](C)[C@@H](CN(C)S(=O)(=O)c2ccc(OC)cc2)O3)cc1	.	.	.	-0.7	.	8	-20	-0.4
Cc1ccc(-n2nc3c(=O)n(CCCC(=O)N4CCCCC4)nc(C)c3c2C)cc1	-4	3	-9	0.0	-4	3	-14	.
CC1(C)O[C@@H]2C[C@H]3[C@@H]4CCC5=CC(=O)C=C[C@]5(C)[C@@]4(F)[C@@H](O)C[C@]3(C)[C@]2(C(=O)CO)O1	1	0	-1	-0.3	-11	-4	-2	0.3
O=C(NCC[C@H]1CC[C@@H](NC(=O)C2CCCCC2)[C@H](CO)O1)Nc1ccc(Cl)cc1	-5	12	2	-0.4	22	-22	-11	-0.5
CCCNC(=O)N(C)C[C@@H]1Oc2ncc(C#CC3CC3)cc2C(=O)N([C@H](C)CO)C[C@H]1C	-4	-7	4	0.7	11	-22	.	0.0
CC(C)(O)C#Cc1ccc(C(=O)NC2CCCCC2)s1	6	.	.	-0.1	-1	-48	11	7.8
CSCCC(NS(=O)(=O)c1ccccc1F)C(=O)N1CCCCCCC1 (stereo not given)	-17	1	3	0.0	-14	6	-7	-0.2
Cc1nnc(SC/C=C/c2ccccc2)n(N)c1=O	-21	.	.	0.2	-23	1	1	-0.4
COc1ccc(S(=O)(=O)NNC(=O)C2COc3ccccc3O2)cc1[N+](=O)[O-] (stereo not given)	-11	8	.	0.1	-1	-1	0	0.7
CCOC(=O)N1CCN(CC(=O)Nc2sc(CC)cc2C(=O)c2ccc(OC)cc2)CC1	-7	-6	0	0.0	-5	20	11	0.0
COc1cc(C)nc(N(Cc2ccccc2)S(=O)(=O)c2ccc(C)cc2)n1	-12	-1	.	-0.1	4	3	-3	-0.1
CC(C)C(=O)Nc1ccc2c(c1)nc(CCN1CCCCC1)n2C	-6	4	10	0.0	2	-5	-10	.
O=C(NCCCn1ccnc1)c1cc2c(ccc3ccccc32)o1	23	.	.	0.0	-3	-81	-11	1.4
O=NN(CCCl)C(=O)NCC1=C[N+](=O)CC=C1	18	.	.	-0.2	-1	1	-3	0.1
CC1(C)Cc2cccc(OCC(=O)NCCc3ccc(S(N)(=O)=O)cc3)c2O1	-21	2	3	-0.1	2	8	8	-0.6
COc1cc(=O)n(C)c2c(O)cccc12	-11	-5	-4	.	-4	5	.	.
C[C@@H](NC(=O)OC(C)(C)C)C(=O)NCC1CCC(C(=O)N[C@@H](Cc2ccccc2)C(=O)O)CC1 (stereo not given in full)	-6	-4	18	0.0	-3	13	-2	.
CN(CC(=O)Nc1cccc(F)c1)C(=O)CSc1ccc(Br)cc1	-7	-7	-3	0.0	11	0	4	1.0
C[C@@H]1CN([C@H](C)CO)C(=O)c2cccc(NC(=O)c3cnccn3)c2O[C@@H]1CN(C)Cc1ccc(C(=O)O)cc1	-7	-2	7	-1.4	-9	7	.	1.7
Cc1ccc(S(=O)(=O)Nc2ccc3c(c2)C(=O)N([C@@H](C)CO)C[C@H](C)[C@H](CN(C)C(=O)NC2CCCCC2)O3)cc1	0	4	-11	-1.0	6	18	.	0.1
Cc1nc2ccc(NC(=S)NC3CCCCC3)cc2nc1C	-26	.	.	-0.7	5	-76	-2	1.1
COc1ccc(NC(=O)Nc2ccc3c(c2)CC(=O)N([C@@H](C)CO)C[C@H](C)[C@H](CN(C)C(=O)Nc2ccc(C(F)(F)F)cc2)O3)cc1	.	-1	-5	-1.0	.	0	.	.
Cc1ccc(-c2nc(NCc3ccco3)n(S(C)(=O)=O)n2)cc1	-26	40	-3	0.0	-3	-3	2	4.0
COc1ccc(NC(=O)Nc2ccc3c(c2)[C@H]2C[C@H](CC(=O)NCc4ccccc4F)O[C@H](CO)[C@H]2O3)cc1	3	3	2	0.1	-14	3	-1	-0.5
CNC[C@@H]1Oc2c(NC(=O)NC(C)C)cccc2C(=O)N([C@@H](C)CO)C[C@H]1C	-13	.	.	0.3	12	-1	.	-3.9
O=C(C[C@H]1C[C@H]2c3cc(NS(=O)(=O)c4ccccc4)ccc3O[C@H]2[C@H](CO)O1)NC1CCCCC1	2	3	1	0.1	12	-4	2	-0.1
CO[C@H]1CN(C)C(=O)c2cc(NC(=O)CC(F)(F)F)ccc2OC[C@H](C)N(C(=O)C2CC2)C[C@@H]1C	-10	.	.	0.7	-3	.	3	1.2
COc1cccc(C=NCCCN=Cc2cccc(OC)c2O)c1O	17	1	2	0.0	19	7	2	1.2
C[C@@H](NC(=O)C[C@H]1C=C[C@H](NC(=O)c2cccnc2)[C@H](CO)O1)c1ccccc1	1	0	6	0.2	-2	2	1	0.0
COc1ccc(C(=O)C2CCCN(C(=O)c3n[nH]c4c3CCCC4)C2)cc1OC (stereo not given)	-10	1	-4	0.0	-1	-10	4	2.8
COCC#Cc1ccc2c(c1)O[C@H](CN(C)C(=O)C1CCOCC1)[C@H](C)CN([C@H](C)CO)S2(=O)=O	6	1	13	0.1	5	-4	-6	0.0
CC(C)(C)N(Cc1ccccc1)C(=O)c1ccncc1	-1	-5	1	0.0	4	-14	10	.
CNC[C@H]1OCCCC[C@@H](C)Oc2ccc(NC(=O)Nc3cccc4ccccc34)cc2C(=O)N([C@@H](C)CO)C[C@H]1C	-139	-7	-3	-0.4	3	-1	.	1.6
Cc1ccc(S(=O)(=O)N2[C@H](CC(=O)OCc3ccccc3)OC[C@@H]2C)cc1	-22	.	.	.	-8	0	1	0.8
COc1cccc2cc(C(C)=O)oc12	-4	-2	4	0.1	-3	9	-5	-0.1
CC(C)N1CCC1(C)C(=O)Nc1cccc(C#N)c1 (stereo not given)	-3	-1	-10	0.0	0	8	3	0.0
CCOc1ccc(CCNC(=O)COC(=O)c2ccc3c(c2)OCCO3)cc1OCC	-9	-8	0	0.5	-3	4	-2	.
Cc1csc(=O)n1CC(=O)Nc1ccc(S(C)(=O)=O)cc1	-5	-7	-5	0.3	-2	2	0	0.1
COc1ccc(S(=O)(=O)NCc2cccnc2)cc1C	0	3	3	0.2	2	-2	7	2.0
CCN(CC)C(=O)C1=C(C)N(Cc2ccc(C(C)(C)C)cc2)C(=O)C(CC(=O)NCc2cccc3ccccc23)C1 (stereo not given)	-22	0	3	0.3	-5	-2	3	-0.2
Cc1nc(S/C(=C/c2ccc(-c3cccc(Cl)c3)o2)C(=O)O)n[nH]1	-53	-9	-7	.	2	.	.	.
CCOC(=O)/C=C/C(=O)OCC(=O)Nc1ccc(Cl)cc1Cl	-7	.	.	-0.1	-2	1	8	-2.5
CO[C@H]1CN(C)C(=O)c2cc(NC(=O)C3CCOCC3)ccc2OC[C@@H](C)N(Cc2nccs2)C[C@H]1C	-9	-5	0	-0.2	2	-5	-6	-0.3
Cc1nc(SCC(=O)NC2CCCC2)c2oc3ccccc3c2n1	-6	-1	11	0.0	-3	-1	-1	.
CC(C)c1csc(CN2CCC(CCC(=O)NCC3CCCO3)CC2)n1 (stereo not given)	-5	.	5	0.0	-2	0	2	0.0
CC(c1ccon1)N(C)Cc1cn[nH]c1-c1ccc(-c2ccccc2)cc1 (stereo not given)	-17	.	.	0.4	-4	-33	.	.
Cc1onc(-c2ccccc2)c1C(=O)N1CCN(S(=O)(=O)c2ccccc2Br)CC1	-18	-1	-2	0.0	-3	4	-3	.

Pulled by compound from the list above:
structure	RAD52 inh	esBAF inh	RAD54 branch	XiGFP reactiv	S100A4 MyoIIA	EWS-Fli block	FN deposition inh	E-selectin induc
Cc1nc(SCC(=O)NC2CCCC2)c2oc3ccccc3c2n1	-6	-1	11	0.0	-3	-1	-1	.
Cc1nc(S/C(=C/c2ccc(-c3cccc(Cl)c3)o2)C(=O)O)n[nH]1	-53	-9	-7	.	2	.	.	.
